High-throughput results (PubChem)
aSyn yeast inh – inhibitors of alpha-synuclein toxicity in yeast. 370,000 compounds, 0.14% hits. Yeast expressing alpha-synuclein, growth rescue, BacTiter-Glo, 24 h. Potency, µM (titrated, usually from 46.1 µM), for inactives: at the highest dose growth rescue (activation), actives largely listed as activators; further: potency means the concentration at half of the fitted maximal effect; % of control where 0% means no effect; nearly all actives have a fitted effect of over 65% in size
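Readout is rescue of growth in alpha-synuclein-expressing yeast, so inhibitors of toxicity appear as activators. Growth after 24 hr at 30 deg C in galactose medium is quantified by luminescence.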
KB-V1 cytotox – kills drug-selected multidrug resistant KB-V1 cells; KB-V1 MDR cells viability, CellTiter-Glo, 72 h; Potency, µM (top dose mostly 46.1 µM), for the others: at the highest dose activity change, negative = cytotoxicity, usual class: cytotoxic; 400,000 compounds, 3.4% hits; further: potency means the concentration at half of the fitted maximal effect; on the % scale 0 is the no-effect control and ±100 the full control effect; nearly all actives have a fitted effect of over 60% in size
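Cytotoxicity via CellTiter-Glo luminescence after 72 h compound exposure at 37 degrees C. Cells: drug-selected KB-V1 line, DMEM phenol-red free plus 10% FBS. Compounds tested at multiple concentrations; normalized data fitted to concentration-effect curves.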
GLP1R cytotox – cytotoxicity counter-screen for GLP-1 receptor inverse agonists; HEK293 cAMP-luciferase reporter cells, luminescence, 24 h; Potency, µM (titrated, usually from 38.3 µM), for inactives: top-dose activity change, negative = inhibition, hits mostly inhibitors; 410,000 compounds, 0.13% hits;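 further: loss of luciferase light is scored as toxicity; potency means the concentration at half of the fitted maximal effect; on the % scale 0 is the no-effect control and ±100 the full control effect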
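A 23 nL compound transfer followed 12 hours of cell culture at 37 deg C; exposure then lasted 24 hr. Luciferase assay detection reagent was dispensed and plates read for luminescence after a 12 min room-temperature wait.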
TDP43 rescue – rescues yeast growth from TDP-43 toxicity; TDP-43 expressing yeast growth rescue, BacTiter-Glo, 24 h; Potency, µM (doses to about 46.1 µM), for inactives: at the top dose growth rescue (activation), actives largely listed as activators; 410,000 compounds, 1.8% hits; further: potency means the concentration at half of the fitted maximal effect; % of control where 0% means no effect; nearly all actives have a fitted effect of over 50% in size
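In this qHTS, compounds that restore growth of yeast expressing TDP-43 appear as activators. Cells (OD600=0.02, galactose medium, raffinose-pregrown) are incubated with compound 24 hr at 30 deg C and growth is quantified by BacTiter-Glo.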
GLP1R inv ag – inverse agonists of human GLP-1 receptor; P43220; HEK293 GLP-1R CRE-luciferase, luminescence, 24 h; GLP-1R form is constitutively active; Potency, µM (doses to about 38.3 µM), for the others: at the highest dose activity change, negative = inhibition, most hits filed as inhibitors; 410,000 compounds, 1.6% hits; AID 624417; further: potency means the concentration at half of the fitted maximal effect; on the % scale 0 is the no-effect control and ±100 the full control effect; nearly all actives have a fitted effect of over 55% in size
Target sequence (P43220 whole entry, looked up): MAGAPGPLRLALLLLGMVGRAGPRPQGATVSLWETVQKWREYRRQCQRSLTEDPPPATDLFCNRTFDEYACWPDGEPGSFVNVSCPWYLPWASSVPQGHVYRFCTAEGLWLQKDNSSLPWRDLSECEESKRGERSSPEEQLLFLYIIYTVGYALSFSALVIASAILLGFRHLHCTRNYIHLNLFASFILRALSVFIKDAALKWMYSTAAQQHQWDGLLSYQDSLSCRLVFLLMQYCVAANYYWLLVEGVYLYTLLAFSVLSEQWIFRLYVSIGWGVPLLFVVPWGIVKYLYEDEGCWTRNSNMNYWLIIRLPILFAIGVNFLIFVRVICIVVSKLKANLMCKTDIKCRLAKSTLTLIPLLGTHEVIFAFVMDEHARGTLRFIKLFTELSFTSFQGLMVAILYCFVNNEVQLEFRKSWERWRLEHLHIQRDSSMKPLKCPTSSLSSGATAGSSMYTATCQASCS
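HEK293 cells stably co-expressing a cAMP-responsive luciferase reporter and constitutively active GLP-1R were seeded, incubated 12 h, then exposed to compounds for 24 h at 37 C. Luminescence was read 12 min after detection reagent; inverse agonists lower signal.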
GLP-1R agonist – agonists of human GLP-1 receptor; P43220; HEK293 GLP-1R CRE-luciferase, luminescence, 4-6 h; cells express a hypersensitive GLP-1R form; Potency, µM (series often up to 45.6 µM), without a hit: at the top dose activation, most hits filed as activators; 380,000 compounds, 0.007% hits; AID 624172; further: potency means the concentration at half of the fitted maximal effect; % of control where 0% means no effect
DRD3 antagonist – blocks the human D3 dopamine receptor | P35462 | D3R cells, DiscoveRx beta-arrestin luminescence, antagonist mode; stronger effect = lower value | max response, negative = inhibition, % | 360,000 compounds, 2.5% hits | AID 652054; in the data active means max response below about -50%; inconclusive means no clear call, values can overlap the other calls; further: on the % scale 0 is the no-effect control and ±100 the full control effect; mostly tested at two doses, the higher about 12 µM
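Cells plated overnight at 1500 cells/well, then exposed to library compounds with dopamine controls for 90 minutes at 37 degrees C. DiscoveRx reagent added for 30–60 minutes at room temperature; luminescence read, quantitative HTS format.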
D3 ag – D3 dopamine receptor (human) agonism. P35462. D3R DiscoveRx beta-arrestin cells, luminescence, 90 min. max activation, %. 410,000 compounds, 0.58% hits; in the data active means max activation above about 30%; further: 0% is about no effect; mostly tested at two doses, the higher about 12 µM
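Agonist mode: compounds and dopamine controls were applied to plated cells for 90 min at 37 degrees C after an overnight attachment at 1500 cells/well. Luminescent read-out followed 30 - 60 minutes at room temperature with DiscoveRx detection reagent.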
PTHR1 ag – PTHR1 (human) receptor agonism. Q03431. HEK293 GP2 PTHR1 cells, GloSensor cAMP luminescence, 1 h. Potency, µM (highest dose often 115 µM), without a hit: at the highest dose activation, hits mostly activators. 410,000 compounds, 0.075% hits; further: potency means the concentration at half of the fitted maximal effect; nearly all actives have a fitted effect of over 55% in size; some results filed as inactive show a strong effect at the top dose; inactives centre near -15; many of its hits are not listed in these tables
Target sequence (Q03431 whole entry, looked up): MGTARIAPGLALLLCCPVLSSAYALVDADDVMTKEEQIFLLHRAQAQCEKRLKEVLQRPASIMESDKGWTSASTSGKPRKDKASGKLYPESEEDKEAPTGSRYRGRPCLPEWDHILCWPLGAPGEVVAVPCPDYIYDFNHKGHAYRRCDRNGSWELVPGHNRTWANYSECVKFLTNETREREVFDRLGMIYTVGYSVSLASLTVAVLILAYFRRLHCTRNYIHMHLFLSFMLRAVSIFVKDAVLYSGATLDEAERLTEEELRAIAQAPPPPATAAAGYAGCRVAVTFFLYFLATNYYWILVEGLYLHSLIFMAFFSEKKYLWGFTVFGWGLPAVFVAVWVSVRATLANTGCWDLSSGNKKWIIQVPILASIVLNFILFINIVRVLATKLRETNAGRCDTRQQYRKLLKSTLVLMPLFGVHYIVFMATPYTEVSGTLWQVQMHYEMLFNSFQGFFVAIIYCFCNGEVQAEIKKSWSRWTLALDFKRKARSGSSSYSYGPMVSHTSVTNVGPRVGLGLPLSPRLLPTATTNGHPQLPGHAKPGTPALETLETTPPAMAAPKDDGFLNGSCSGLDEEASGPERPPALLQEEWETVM
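HEK-293-derived GP2 cells expressing PTHR1 and a GloSensor cAMP reporter, 3,000/well, plated overnight, given luciferin plus IBMX (each 0.5 mM as added) for 1 h at 37 °C, then compound for 1 h at 37 °C. Luminescence was read after 15 min at room temperature.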
Active calls of the source: *; i = inactive; ? = inconclusive; . = not tested or not shown; & = joins results of further samples; [ ] = another dose, or the depositor's remark. Unless noted, the call rests on the fitted dose curve; in most records, active means well fitted curve in the direction sought with a large enough effect; inconclusive means small, poorly fitted or top-dose-only effect, or another doubt; inactive means no such curve, though single readings can be large; an effect the other way counts as inactive or inconclusive.

molecule,aSyn yeast inh,KB-V1 cytotox,GLP1R cytotox,TDP43 rescue,GLP1R inv ag,GLP-1R agonist,DRD3 antagonist,D3 ag,PTHR1 ag
O=C(COC(=O)/C=C/c1nc2ccccc2s1)Nc1cccc(Cl)c1Cl,-4%,?,-12%,15%,15%,-2%,3,5,i
CC(C)NC(=O)c1ccc2c(c1)nnn2C,0%,22%,-7%,-13%,0%,-14%,10,0,-3%[57.5 µM]
C=C(C)COc1ccc2c(C)c(C)c(=O)oc2c1OCC(=C)C,-2%,-17%,17%,0%,?,18%,6,4,-55%[inhibitor][57.5 µM]
Cc1ccsc1/C=N/N1CCOCC1,10%,3%,12%,-2%,13%,3%,3,2,i
Fc1ccc(Cn2cc(C(=S)N3CCOCC3)c3ccccc32)cc1,-33%[inhibitor],0%,1%,?,?,3%,4,2,-9%
CCOC(=O)C1CCN(S(=O)(=O)c2ccc(C)cc2)CC1,6%,5%,-25%,16%,-9%,-2%,13,3,i
COc1cccc(C(=O)N2CCN(Cc3nc(-c4ccoc4)oc3C)CC2)c1,-3%,-15%,1%,-12%,13%,8%,-24,-5,-23%
O=C1OC[C@@H]2CCCN2C(=O)[C@H](CC(=O)N(CCO)Cc2ccccc2)C/C=C\CC[C@@H]1Cc1ccc(F)cc1,5%,12%,-9%,18%,4%,12%,8,2,i
CC1CCN(Cc2nc(-c3ccc(Cl)cc3)no2)CC1,0%,0%,-1%,-5%,-29%,6%,8,-3,-12%
CCOc1ccccc1NC(=O)Cn1nnc(C(=O)Nc2ccc(C)cc2)c1N,-22%,6%,-25%,-18%,?,-5%,-24,-2,i
CC(OC(=O)c1ccc2c(=O)n3c(nc2c1)CCC3)C(=O)Nc1ccc(C(N)=O)cc1 (stereo not given),1%,?,-22%,10%,-4%,2%,13,3,i
O=C(NCC(=O)N(CC1CCCO1)C(C(=O)NC1CCCC1)c1ccc(F)cc1)c1ccco1 (stereo not given),-4%,9%,-16%,2%,7%,-5%,-3,1,-21%
O=C(OCC1OC2OC3(CCCCC3)OC2C2OC3(CCCCC3)OC12)c1ccccc1 (stereo not given),-1%,?,-9%,5%,15%,-6%,6,0,i
O=C(CSc1n[nH]c(-c2ccccc2Br)n1)NCCN1C(=O)CSC1=O,5%,-7%,-12%,2%,2%,-13%,7,2,-19%
COc1ccc(C(O)c2nc3ccccc3n2C)cc1OC (stereo not given),-6%,-9%,-15%,-23%,0%,0%,26,19,-3%[57.5 µM]
CCCn1nnc2sc3c(c2c1=O)CCC(C)C3 (stereo not given),-4%,?,-1%,-5%,10%,?,0,-1,-13%[57.5 µM]
CC(=O)c1cccc(NC(=O)NC(C)c2ccc3c(c2)OCO3)c1 (stereo not given),1%,17%,5%,10%,-12%,-2%,-2,1,-8%
O=c1cc(CSc2ccc(Cl)cc2)nc2nc[nH]n12,0%,-1%,20%,-8%,1%,23%,-18,-1,-15%
Cc1ccccc1NC(=O)C1CCC(CNS(=O)(=O)c2ccc3c(c2)C(C)(C)C(=O)N3C)CC1 (stereo not given),.,9%,-20%,-2%,13%,.,.,-6,-16%
O=S(=O)(NCCCN1CCOCC1)c1ccc(Cl)cc1,-10%,26%,-10%,-10%,14%,11%,-23,-23,i
CCN1CC(CN(C)Cc2cn(-c3ccc(C)cc3)nc2-c2ccc(F)cc2)CC1=O (stereo not given),-2%,?,4%,11%[9.22 µM],?,13%,4,-5,-10%
CN1c2ccc(Cl)cc2C(=O)NC1C1CC=CCC1 (stereo not given),1%,?,41%[activator],26%,?,8%,12,20,-14%
COc1ccccc1NC(=O)CSc1nc2sc(C)c(C)c2c(=O)n1C,1%,?,8%,-8%,17%,8%,4,24,-36%[inhibitor]
Fc1ccc(-n2c(=S)[nH]c3cccnc32)cc1,-6%,-14%,11%,-5%,15%,0%,-14,-9,i
CCc1ccc(CN(C(=O)c2oc3ccccc3c2C)C2CCS(=O)(=O)C2)cc1 (stereo not given),18%,?,-33%,?,?,23%,16,3,-17%

Other results follow:
molecule,aSyn yeast inh,KB-V1 cytotox,GLP1R cytotox,TDP43 rescue,GLP1R inv ag,GLP-1R agonist,DRD3 antagonist,D3 ag,PTHR1 ag
Cc1ccc(S(=O)(=O)NC(=O)c2ccccc2)cc1C(C)C,20%,5%,-10%,26%,-7%,18%,-20,-7,-8%
CCN(CC)S(=O)(=O)c1ccc(Cl)c(NC(=O)c2ccccc2C)c1,2%,?,-7%,21%,3%,6%,8,3,-7%
COc1ccc(/C=C2\CCc3ccccc3C2=O)c(OC)c1OC,8%,-23%,9%,?,?,?,-26,0,-12%
CCCCc1cc(=O)oc2c(C)c(OCC(=O)NCc3ccccn3)ccc12,4%,10%,4%,8%,3%,-4%,20,1,-1%
CCN(CC)S(=O)(=O)c1ccc(C)c(NC(=O)Cn2c(=O)cnc3ccccc32)c1,3%,-8%,-4%,-10%,-3%,7%,-13,1,-20%
Cc1cccc(NC(=O)Nc2nnc(N(C)Cc3ccccc3)s2)c1,.,-14%,1%,10%,-13%,.,.,9,-64%[inhibitor]
COc1ccc(C(C(=O)NC2CCCCC2)N(Cc2ccco2)C(=O)c2snc(C(N)=O)c2N)cc1 (stereo not given),14%,16µM*,-22%,-9%,?,6%,18,-24,-9%
COc1ccc2sc3ccccc3c(=O)c2c1,11%,?,191%[activator],8%,113%[activator],24%,21,-3,-4%
O=C(NCc1ccc2c(c1)OCO2)C1CCN(c2nccc(C(F)(F)F)n2)CC1,-6%,-1%,1%,2%,22%,1%,33,6,i
Cc1[nH]c2ccc(C(=O)N3CCN(c4ccccc4F)CC3)cc2c1C,.,0%,-1%,22µM*,?,.,.,-9,i
O=C1NC[C@H](CCCCN2C[C@H](Cc3ccc(O)cc3)N(CC3CCCCC3)C(=O)C2=O)N(CCC2CCCCC2)C1=O,-2%,?,-7%,25%,22%,-5%,12,3,-7%
C=CCn1c(=O)c2ccccc2n2c(SCc3nc4ccccc4s3)nnc12,1%,?,0%,22%,38%[activator],3%,62,5,i
COC(=O)c1cc(C(=O)c2ccc(Cl)cc2)n2c(=O)/c(=C\N(C)C)sc12,-2%,?,3%,-4%,0%,-1%,0,-5,i
N#Cc1ccc(CSc2nnc(Cc3cccs3)n2Cc2ccco2)cc1,1%,?,-11%,4%,3%,7%,-27,-11,-4%[57.5 µM]
Cc1ccc(-n2nnnc2-c2cccc(C)c2)cc1,0%,?,1%[0.307 µM],20µM*,3%[0.307 µM],20%,-8,12,-30%
O=C(/C=C/c1ccccc1)NCCS(=O)(=O)N1CCN(c2ccccc2)CC1,1%,-5%,-15%,9%,-15%,-18%,1,3,-24%
Cc1ccc(NC(=O)CN(C)C(=O)Cn2nnc(-c3ccccc3)n2)cc1,-2%,9%,0%,-8%,-16%,7%,-2,5,-7%
O=C(Nc1ccc(Br)cc1)C1CCCN1S(=O)(=O)c1ccc(F)cc1 (stereo not given),.,.,-4%,22µM*,?,.,.,-17,-21%
Cn1c(=NC(=O)C2CCN(S(=O)(=O)c3cccs3)CC2)sc2ccccc21,3%&6%,9%&1%,-4%&14%,-7%&9%,?,13%&-7%,11&-13,9&12,-23%
CC1(Cc2ccccc2C#N)C(=O)Nc2ccc(-c3ccc4[nH]ccc4c3)cc21 (stereo not given),-19%,6.5µM*,-32%,?,?,-7%,-16,0,i
O=C(CCNS(=O)(=O)c1ccc(Br)cc1)NCc1ccc(F)cc1,20%,-6%,?,19%,-23%,2%,1,2,-25%
O=C(O)c1cccc(CSc2nc(-c3ccc(Cl)cc3)cc(C(F)(F)F)n2)c1,1%,?,-9%,-22%,-4%,-6%,?,1,-3%[57.5 µM]
CCN(CC)c1ccc(C(=O)Nn2c(C)nc3ccccc3c2=O)cc1,0%,-1%,2%,?,-19%,12%,-3,-1,-2%
COC(=O)c1sccc1NC(=S)N1CCN(c2ccc(F)cc2)CC1,-15%,?,3%,9%,-24%,-3%,18,4,i
CN(C)S(=O)(=O)c1ccc(C(=O)OCC(=O)N2CC3(C)CC2CC(C)(C)C3)cc1 (stereo not given),1%,29%,-9%,8%,-32%,8%,5,5,-26%

(list continues)
molecule,aSyn yeast inh,KB-V1 cytotox,GLP1R cytotox,TDP43 rescue,GLP1R inv ag,GLP-1R agonist,DRD3 antagonist,D3 ag,PTHR1 ag
CC1=Nn2c(nnc2-c2ccccc2F)SC1,1%,21%,3%,-2%,-7%,11%,-9,-3,-14%[57.5 µM]
O=C(Cc1ccccc1)N1N=C(c2ccncc2)CC1(O)C(F)(F)F (stereo not given),10%,12%,9%,12%,18%,19%,4,6,i
Cc1nnc(-c2ccc(Cl)cc2)[nH]c1=O,-3%,20%,0%,-4%,35%[activator],-1%,1,-9,-4%
COc1cc(C2CC(=O)c3c(O)cc(O)cc3O2)ccc1O (stereo not given),3%,16%,2%,18%,24%,2%,7,-10,-21%
CCOc1ccc(CNC(=O)c2ccc3nc(Cc4ccc(OC)cc4)oc3c2)cc1OC,.,0%,-7%,4%,-49%,.,.,-1,-17%
O=C(N/N=C/c1ccc([N+](=O)[O-])cc1)c1cccc2cc[nH]c12,-5%,-2%,-18%,6%,1%,2%,-1,-3,-21%
O=C(CSc1nnc(-c2ccccn2)o1)Nc1ccccc1C(F)(F)F,2%,?,-2%,2%,19%,8%,4,8,i
COc1ccc(N(C(=O)C(C)C)S(=O)(=O)c2cccs2)cc1,-5%,-29%,-21%,0%,?,2%,?,-2,-6%

Only part of the results is shown; the hit share may differ from the screen's.
